E coli Lon inh: E. coli protease La inhibition; P0A9M0; purified E. coli Lon protease, fluorescence polarization; inhibition, % at 7.94 µM; hit rate 0.42% among 360,000; AID 602123; in the data active = inhibition above about 13%, passing the limit was not always enough;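 note: 0% = enzyme with probe and DMSO and 100% = no enzyme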
MT1-MMP act inh: blocks activation of human MT1-MMP. hit rate 0.061% among 360,000. GFP/RFP ratio change, % at 20 µM. AID 651647. P50281. HT1080 RFP-PRO-GFP cells, GFP/RFP ratio fluorescence, overnight; percent of plate control window, DMSO zero;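 active = GFP/RFP ratio change of at least 30% with cell ATP level not reduced by more than half and red fluorescence within 50% of control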; note: strong numbers were not always called active
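Assay system: RFP-PRO-GFP reporter HT1080 cells; read-out basis: GFP/RFP fluorescence ratio; benchmarks: DMSO wells and RFP-L50D-GFP cells; doses: 20 µM single dose, 1% DMSO; schedule: overnight cell settling, then overnight compound exposure, 37 °C, 5% CO2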
MLLE-PAM2 inh: inhibitors of microRNA-mediated deadenylation, human PABP1 MLLE binding. P11940. GST-MLLE / FITC-PAM2 fluorescence polarization. inhibition, % at 20 µM. hit rate 0.36% among 360,000. AID 588489; in the data active = inhibition above about 35%, passing the limit was not always enough;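 note: plate controls were DMSO wells with GST-MLLE for no effect and wells lacking GST-MLLE protein for full effect; some results filed as inactive read as strong as hits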
Target sequence (P11940 whole entry, looked up): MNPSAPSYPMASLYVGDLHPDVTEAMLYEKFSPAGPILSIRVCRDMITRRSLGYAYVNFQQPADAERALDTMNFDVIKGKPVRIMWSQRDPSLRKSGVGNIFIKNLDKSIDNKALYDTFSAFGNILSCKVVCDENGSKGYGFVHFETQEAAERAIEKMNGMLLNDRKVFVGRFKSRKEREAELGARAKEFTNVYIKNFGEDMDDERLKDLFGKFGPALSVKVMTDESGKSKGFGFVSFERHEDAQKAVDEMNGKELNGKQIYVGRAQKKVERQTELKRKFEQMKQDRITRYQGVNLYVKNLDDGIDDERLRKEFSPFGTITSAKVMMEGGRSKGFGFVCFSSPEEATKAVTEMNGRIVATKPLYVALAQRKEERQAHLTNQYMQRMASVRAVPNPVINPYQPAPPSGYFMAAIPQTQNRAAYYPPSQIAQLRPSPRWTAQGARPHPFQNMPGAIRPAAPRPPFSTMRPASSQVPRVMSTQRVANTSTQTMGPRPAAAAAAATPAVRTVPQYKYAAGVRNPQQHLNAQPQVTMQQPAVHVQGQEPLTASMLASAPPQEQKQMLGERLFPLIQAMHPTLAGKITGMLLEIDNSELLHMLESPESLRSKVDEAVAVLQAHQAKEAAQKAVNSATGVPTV
MsrA inhibitor: bovine MsrA inhibition; purified bovine MsrA, absorbance read-out; inhibition, % at 15.5 µM; hit rate 0.75% among 360,000; in the data active = inhibition above about 4.5%;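 note: 0% = vehicle wells with enzyme and 100% = reference inhibitor wells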
SKN-1 inh: blocks SKN-1 activity in C. elegans. C. elegans VP596 Pgst-4::GFP/RFP ratio, acrylamide-induced, 24 h. AID 624304. hit rate 0.49% among 360,000. inhibition, % at 21.8 µM;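 active = interference check ratio from 0.5 to 1.5 plus GFP to RFP signal ratio inhibition reaching or exceeding a fixed threshold, cut at about 30% in these data, passing the limit was not always enough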; note: some compounds called inactive have numbers as strong as hits
MsrA act: activates bovine MsrA enzyme; AID 602163; activation, % at 10.6 µM; hit rate 0.3% among 360,000; purified bovine MsrA, absorbance read-out; in the data active = activation above about 7.5%;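 note: 0% = vehicle and 100% = reference activator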
Tb MetRS inh: blocks T. brucei methionyl-tRNA synthetase activity | purified T. brucei MetRS, ATP depletion, Kinase-Glo luminescence | inhibition, % at 11.9 µM | hit rate 0.4% among 360,000 | AID 624268;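 active = inhibition above a per-plate cutoff of the control wells' mean inhibition plus 3 SD, cut at about 5.5% in these data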;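 note: 0% = DMSO wells median and 100% = median of wells with control inhibitor compound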
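Material: T. brucei methionyl-tRNA synthetase, purified; reagent: substrates ATP, L-methionine and bulk Escherichia coli tRNA; dosing: 11.9 µM single point; timing: 15 min plus 2 h at 25 °C; detection: luminescence of leftover ATP; evaluation: % inhibition; control set: DMSO-only wells as low control; replicates: singlicate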
FAS-TE inh: inhibitors of human fatty acid synthase thioesterase domain; AID 602261; recombinant FAS-TE, OMFH fluorogenic substrate, fluorescence endpoint; P49327; inhibition, % at 15 µM; hit rate 0.67% among 360,000;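 active = compounds whose normalised, plate-corrected inhibition of enzyme fluorescence in the single-dose primary screen is 50% or more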;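 note: 0% = DMSO with enzyme and 100% = substrate without enzyme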
NRP1-CendR mod: NRP-1/CendR interaction modulation. O14786. FAM-RPARPAR peptide binding to NRP-1, fluorescence polarization. inhibition, % at 25 µM. hit rate 0.85% among 360,000. AID 602438;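 active = inhibition or corrected inhibition above about 18%, plus a signal ratio from 0.5 to 1.5, limit read from the data, passing the limit was not always enough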; note: strong numbers were not always called active
Numbers without * were called inactive.

CCCS(=O)(=O)N1CCN(Cc2ccccc2C(F)(F)F)CC1 was read as E coli Lon inh 1.5, MT1-MMP act inh 11.0, MLLE-PAM2 inh 1.7, MsrA inhibitor 0.3, SKN-1 inh 4.6, MsrA act -12.8, Tb MetRS inh -0.4, FAS-TE inh -0.2 and NRP1-CendR mod 0.4.
C[C@@H]1O[C@@H](O[C@H]2[C@H](O[C@H]3C[C@]4(C)C(C[C@@H](O)C5C([C@]6(C)CC[C@@H](C(C)(C)O)O6)CC[C@]54C)[C@@]4(C)CC[C@H](O)C(C)(C)C34)O[C@H](CO)[C@@H](O)[C@@H]2O)[C@H](O)[C@H](O)[C@H]1O (stereo not given in full) was read as E coli Lon inh 4.9, MT1-MMP act inh 1.9, MLLE-PAM2 inh 22.3, MsrA inhibitor -0.8, SKN-1 inh 6.6, MsrA act 0.5, Tb MetRS inh -0.2, FAS-TE inh -8.3 and NRP1-CendR mod 11.4.
`O=C(CCCN1CCC(c2ccccc2)C1)c1ccc2c(c1)OCCO2` (stereo not given) gave E coli Lon inh -9.0, MT1-MMP act inh -0.3, MLLE-PAM2 inh -1.4, MsrA inhibitor 0.9, SKN-1 inh 6.6, MsrA act -1.8, Tb MetRS inh 0.3, FAS-TE inh -5.0 and NRP1-CendR mod -6.8.
For Cc1ccc2c(c1)c1c(n2CC(O)CNC2CCCC2)CCCC1 (stereo not given) the results were E coli Lon inh 7.1, MT1-MMP act inh 1.1, MLLE-PAM2 inh 2.7, MsrA inhibitor 0.3, SKN-1 inh -8.7, MsrA act -3.7, Tb MetRS inh -0.4, FAS-TE inh -6.3 and NRP1-CendR mod -1.4.
Screening CCOc1ccc(CNC(=O)CS(=O)(=O)Cc2nc(-c3ccc(OC)cc3)oc2C)cc1 returned E coli Lon inh -8.9, MT1-MMP act inh 5.9, MLLE-PAM2 inh -10.8, MsrA inhibitor -0.5, SKN-1 inh -1.7, MsrA act -0.2, Tb MetRS inh -0.5, FAS-TE inh 0.2 and NRP1-CendR mod -0.5.
Screening Cc1ccc(Cn2nnc3c(=O)[nH]c(C4CCN(C(=O)c5cccs5)CC4)nc32)cc1 returned E coli Lon inh -3.7, MT1-MMP act inh 0.4, MLLE-PAM2 inh 0.8, MsrA inhibitor 0.6, SKN-1 inh 2.7, MsrA act -0.5, Tb MetRS inh 0.2, FAS-TE inh 0.6 and NRP1-CendR mod 2.9.
For Cc1nnc(SCc2cccc(Cl)c2)n(N)c1=O the results were E coli Lon inh -11.4, MT1-MMP act inh 4.1, MLLE-PAM2 inh -5.9, MsrA inhibitor 0.5, SKN-1 inh 13.1, MsrA act -0.2, Tb MetRS inh -0.1, FAS-TE inh -2.6 and NRP1-CendR mod 9.0.
Screening COc1cc(/C=N/NC(=O)Cn2nnc3ccccc32)ccc1O returned E coli Lon inh 6.6, MT1-MMP act inh -0.8, MLLE-PAM2 inh 7.8, MsrA inhibitor 2.5, SKN-1 inh -15.2, MsrA act -9.8, Tb MetRS inh -0.6, FAS-TE inh -11.5 and NRP1-CendR mod -16.3.
For COc1ccccc1N1CCN(C(=O)CSc2nc3ccccc3o2)CC1 the results were E coli Lon inh -2.0, MT1-MMP act inh 1.3, MLLE-PAM2 inh -2.4, MsrA inhibitor 0.6, SKN-1 inh 6.3, MsrA act -4.1, Tb MetRS inh -1.2, FAS-TE inh 4.2 and NRP1-CendR mod -10.6.
Screening CCOC(=O)c1nc(NNC(=O)c2ccc([N+](=O)[O-])cc2)sc1C returned E coli Lon inh 7.6, MT1-MMP act inh 0.2, MLLE-PAM2 inh -113.2, MsrA inhibitor 1.5, SKN-1 inh 10.5, MsrA act -3.2, Tb MetRS inh -0.5, FAS-TE inh 52.8* and NRP1-CendR mod -5.4.
`O=C(N/N=C/c1ccoc1)c1cccc([N+](=O)[O-])c1` gave E coli Lon inh -0.8, MT1-MMP act inh -0.2, MLLE-PAM2 inh 1.7, MsrA inhibitor -0.1, SKN-1 inh 1.8, MsrA act -0.6, Tb MetRS inh 0.6, FAS-TE inh 5.0 and NRP1-CendR mod 5.2.
`CC1CCC(NS(=O)(=O)c2ccc3c(c2)CC(=O)N3)CC1` (stereo not given) gave E coli Lon inh -8.9, MT1-MMP act inh -0.1, MLLE-PAM2 inh -1.6, MsrA inhibitor 1.0, SKN-1 inh 11.9, MsrA act -3.4, Tb MetRS inh -0.3, FAS-TE inh -0.2 and NRP1-CendR mod -0.9.
`CCCN(Cc1nnc(-c2cccs2)o1)C(=O)CN1C(=O)NC2(CCCCC2C)C1=O` (stereo not given) gave E coli Lon inh -3.7, MT1-MMP act inh 1.8, MLLE-PAM2 inh -13.0, MsrA inhibitor 0.1, SKN-1 inh -9.1, MsrA act -11.2, Tb MetRS inh -0.7, FAS-TE inh -3.8 and NRP1-CendR mod -0.6.
`CCOc1cc(/C=C2\CN(CC)C/C(=C\c3ccc(O)c(OCC)c3)C2=O)ccc1O` gave E coli Lon inh -4.2, MT1-MMP act inh -10.4, MLLE-PAM2 inh -7.5, MsrA inhibitor 0.1, SKN-1 inh -3.0, MsrA act -7.1, Tb MetRS inh -0.9, FAS-TE inh -2.8 and NRP1-CendR mod 3.3.
For Cc1ccc2nc(SCc3nnc(-c4ccccc4Br)o3)[nH]c2c1 the results were E coli Lon inh -0.3, MT1-MMP act inh -0.9, MLLE-PAM2 inh -24.2, MsrA inhibitor 0.4, SKN-1 inh 11.2, MsrA act 0.7, Tb MetRS inh 7.8*, FAS-TE inh 2.5 and NRP1-CendR mod 33.3*.
Screening COc1ccc(Cl)cc1-c1cc(C(=O)Nc2ccccc2)[nH]n1 returned E coli Lon inh 8.3, MLLE-PAM2 inh 5.2, MsrA inhibitor -0.6, SKN-1 inh 15.0, MsrA act -9.8, Tb MetRS inh -0.7, FAS-TE inh 16.7 and NRP1-CendR mod -17.9.
Screening COc1ccc(Cn2c(=O)sc3ccccc3c2=O)cc1 returned E coli Lon inh -1.7, MT1-MMP act inh 2.4, MLLE-PAM2 inh -7.7, MsrA inhibitor -0.8, SKN-1 inh 5.2, MsrA act -1.1, Tb MetRS inh -0.1, FAS-TE inh 32.2 and NRP1-CendR mod -7.0.
Screening C=CCn1cc(-c2cccc(Cl)c2)cc(C#N)c1=O returned E coli Lon inh 5.9, MT1-MMP act inh 3.4, MLLE-PAM2 inh 3.9, MsrA inhibitor 1.4, SKN-1 inh 40.3*, MsrA act -1.7, Tb MetRS inh -0.1, FAS-TE inh 5.2 and NRP1-CendR mod 4.6.
CSc1ccccc1C(=O)Nc1cc([N+](=O)[O-])ccc1C was read as E coli Lon inh -1.1, MT1-MMP act inh -0.9, MLLE-PAM2 inh -0.8, MsrA inhibitor 1.2, SKN-1 inh -4.2, MsrA act 5.2, Tb MetRS inh -0.9, FAS-TE inh 19.1 and NRP1-CendR mod -6.3.
COc1cccc(NC(=O)C2CC(=O)N(C)C(=Nc3cccc(F)c3)S2)c1 (stereo not given) was read as E coli Lon inh 0.5, MT1-MMP act inh 8.1, MLLE-PAM2 inh 10.5, MsrA inhibitor 0.6, SKN-1 inh -4.8, MsrA act -11.7, Tb MetRS inh -0.8, FAS-TE inh 13.5 and NRP1-CendR mod 7.0.
Cc1cc(C)n(-c2nnc3c4ccccc4n(C)c3n2)n1 was read as E coli Lon inh 0.3, MT1-MMP act inh 2.9, MLLE-PAM2 inh 4.8, MsrA inhibitor 1.1, SKN-1 inh 1.2, MsrA act -3.3, Tb MetRS inh -0.8, FAS-TE inh -2.3 and NRP1-CendR mod -1.7.
`COCC(=O)N/N=C\c1ccc(OC/C=C/c2ccccc2)c(OC)c1` gave E coli Lon inh -12.3, MT1-MMP act inh 0.2, MLLE-PAM2 inh 3.5, MsrA inhibitor -0.2, SKN-1 inh -6.9, MsrA act -6.4, Tb MetRS inh -0.4, FAS-TE inh -1.8 and NRP1-CendR mod -0.9.
For O=[N+]([O-])c1ccc(C2(O)CN(c3ccccc3)C3=[N+]2CCS3)cc1 (stereo not given) the results were E coli Lon inh -7.4, MT1-MMP act inh -1.9, MLLE-PAM2 inh 30.9, MsrA inhibitor 0.8, SKN-1 inh 2.4, MsrA act 1.5, Tb MetRS inh 0.2, FAS-TE inh -0.8 and NRP1-CendR mod -13.5.
`Cc1c(-c2cc(C(=O)O)on2)cnn1C` gave E coli Lon inh -0.8, MT1-MMP act inh -0.2, MLLE-PAM2 inh -0.9, MsrA inhibitor 0.2, SKN-1 inh 4.7, MsrA act -4.7, Tb MetRS inh 0.2, FAS-TE inh -6.9 and NRP1-CendR mod -4.9.
CCOc1ccc(C(=O)NCC(=O)NC(C)CCc2ccccc2)cc1OCC (stereo not given) was read as E coli Lon inh -1.5, MT1-MMP act inh -0.8, MLLE-PAM2 inh 5.2, MsrA inhibitor -0.5, SKN-1 inh 9.6, MsrA act -2.7, Tb MetRS inh -0.3, FAS-TE inh -2.3 and NRP1-CendR mod 14.4.
`O=C(c1ccncc1)N(c1ccc2oc3c(c2c1)CCCC3)S(=O)(=O)c1ccc(F)cc1` gave E coli Lon inh -7.0, MT1-MMP act inh -3.0, MLLE-PAM2 inh -19.6, MsrA inhibitor 0.9, SKN-1 inh 15.8, MsrA act -2.0, Tb MetRS inh -0.4, FAS-TE inh 64.7* and NRP1-CendR mod -2.6.
For C=CCn1c(SCC(=O)Nc2nc(C)cs2)nnc1C(CO)NC(=O)c1ccccc1 (stereo not given) the results were E coli Lon inh -0.9, MT1-MMP act inh -2.4, MLLE-PAM2 inh -1.2, MsrA inhibitor -0.2, SKN-1 inh -21.0, MsrA act -4.8, Tb MetRS inh -1.4, FAS-TE inh -9.0 and NRP1-CendR mod 5.5.
For Cc1cc(Oc2ccc(N)cn2)ccc1Cl the results were E coli Lon inh -456.9, MT1-MMP act inh -59.9, MLLE-PAM2 inh -80.1, MsrA inhibitor 0.3, SKN-1 inh -0.3, MsrA act -5.8, Tb MetRS inh -0.6, FAS-TE inh -11.3 and NRP1-CendR mod 131.7.
Screening CC[C@@H](C)C(NC(=O)OC(C)(C)C)c1cn([C@@H](Cc2cc3ccccc3[nH]2)C(=O)N2CCN(C(=O)OC(C)(C)C)CC2)nn1 (stereo not given in full) returned E coli Lon inh 5.0, MT1-MMP act inh -6.7, MLLE-PAM2 inh 2.5, MsrA inhibitor -1.4, SKN-1 inh 18.6, MsrA act 0.3, Tb MetRS inh -0.3, FAS-TE inh 4.2 and NRP1-CendR mod 10.0.
O=C(CCCOc1ccc(Cl)cc1Cl)N/N=C/c1ccc(Cl)cc1 was read as E coli Lon inh 1.9, MT1-MMP act inh 1.9, MLLE-PAM2 inh -23.1, MsrA inhibitor -0.5, SKN-1 inh 2.2, MsrA act -2.8, Tb MetRS inh 1.9, FAS-TE inh 7.6 and NRP1-CendR mod -2.3.
`Cc1cccc(-n2c(SCC(=O)Nc3cccc(S(=O)(=O)NC4=NCCCCC4)c3)nc3ccccc3c2=O)c1C` gave E coli Lon inh -5.0, MT1-MMP act inh -9.1, MLLE-PAM2 inh -15.0, MsrA inhibitor 0.6, SKN-1 inh -9.0, MsrA act -5.4, Tb MetRS inh -0.4, FAS-TE inh 71.3* and NRP1-CendR mod 1.0.
